High-throughput results as filed in PubChem.
GCN5L2 inh: GCN5L2 (KAT2A) acetyltransferase inhibition; Q92830; GCN5L2 HAT assay, ThioGlo1 CoA-SH fluorescence; Potency, µM (highest dose often 58.9 µM), inactives show top-dose activity change, negative = inhibition, most hits filed as inhibitors; 390,000 tested, 0.21% active; AID 504327
Target sequence (Q92830 whole entry, looked up): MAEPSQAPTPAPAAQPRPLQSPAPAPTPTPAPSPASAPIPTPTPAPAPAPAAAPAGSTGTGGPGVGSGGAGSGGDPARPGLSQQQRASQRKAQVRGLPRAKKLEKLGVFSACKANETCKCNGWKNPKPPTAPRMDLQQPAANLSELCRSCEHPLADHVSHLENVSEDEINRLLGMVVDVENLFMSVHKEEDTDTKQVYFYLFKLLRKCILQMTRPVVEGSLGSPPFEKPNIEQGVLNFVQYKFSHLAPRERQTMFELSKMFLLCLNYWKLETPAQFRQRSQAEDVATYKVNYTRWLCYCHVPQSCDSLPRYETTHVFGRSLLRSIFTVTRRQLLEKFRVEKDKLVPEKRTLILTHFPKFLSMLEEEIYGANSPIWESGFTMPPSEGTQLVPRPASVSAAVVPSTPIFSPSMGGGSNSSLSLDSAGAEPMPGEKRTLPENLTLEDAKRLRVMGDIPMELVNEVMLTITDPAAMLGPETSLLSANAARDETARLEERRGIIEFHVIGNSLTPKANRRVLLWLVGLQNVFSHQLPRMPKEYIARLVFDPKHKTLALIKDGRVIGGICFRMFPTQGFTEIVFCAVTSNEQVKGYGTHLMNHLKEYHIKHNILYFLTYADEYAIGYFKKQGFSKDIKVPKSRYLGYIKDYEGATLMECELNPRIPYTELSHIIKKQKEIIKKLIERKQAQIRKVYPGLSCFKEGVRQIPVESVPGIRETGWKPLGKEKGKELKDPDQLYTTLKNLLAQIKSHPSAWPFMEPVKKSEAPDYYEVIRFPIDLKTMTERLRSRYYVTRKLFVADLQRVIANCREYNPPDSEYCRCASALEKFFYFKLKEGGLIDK
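Titration-based screen in which CoA formation is detected via maleimide probe ThioGlo1 (50uM) turning fluorescent on thiol reaction; substrates H3(1-25) 75uM and acetyl-CoA 70uM, GCN5L2 20nM, 20 min incubation at room temperature.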
TDP1 inh: TDP1 (human) enzyme inhibition; Q9NUW8; recombinant TDP1, AlphaScreen DNA substrate cleavage; Potency, µM (series often up to 130 µM), inactives show top-dose activity change, negative = inhibition, usual class: inhibitors; 350,000 tested, 0.28% active; further: nearly all actives have a fitted effect of over 40% in size
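Steps: enzyme plus compound, 15 min RT; add biotin/phosphotyrosine-FITC oligonucleotide (15 nM final), react 5 min; add donor/acceptor beads (10 ug/ml final), 10 min; read AlphaScreen. Tdp1 at 1 nM final.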
TDP1 cell noCPT: qHTS for Inhibitors of human tyrosyl-DNA phosphodiesterase 1 (TDP1): qHTS in cells in absence of CPT; DT40 Tdp1-/- hTDP1 cells, no CPT, ATP luminescence, 48 h; Potency, µM (highest dose often 46.2 µM), inactives show at the highest dose activity change, negative = growth inhibition, most hits filed as inhibitors; 420,000 tested, 15% active; further: nearly all actives have a fitted effect of over 55% in size
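DT40 Tdp1-/-;hTDP1 cells, no CPT (DMSO vehicle only), 400 cells/well; compounds pin-transferred; ≥48 hr, 37 °C; CellTiter-Glo 30 min RT dark, luminescence read.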
An asterisk follows results filed as active; ? = inconclusive; nt = no result given; & = joins results of further samples; [ ] = remark or other dose. The call rests on the fitted dose curve; in most records, active means well fitted curve in the direction sought with a large enough effect; inconclusive means small, poorly fitted or top-dose-only effect, or another doubt; inactive means no such curve, though single readings can be large; an effect the other way counts as inactive or inconclusive. On the % scale 0 is the no-effect control and ±100 the full control effect; potency means the concentration at half of the fitted maximal effect. Not all compounds are listed; count on the stated rates, not on these rows.

molecule	GCN5L2 inh	TDP1 cell noCPT	TDP1 inh
O=C(c1cn(Cc2ccccc2F)c2ncccc12)C(F)(F)F	14%	-25%	nt
O=C1CCN(C(=O)C(Cl)Cl)N1	-16%	-30%	-1%
O=C1NC(=O)C(=Cc2ccc(-c3ccc(F)cc3O)o2)C(=O)N1	3%	?	nt
Cc1cc(C=O)c(C)n1C1CC1	1%	1%	8%
CCN(CC)C(=O)c1ccc2c(c1)C1C=CCC1C(C(=O)O)N2 (stereo not given)	0%	?	nt
O=C(O)COc1ccccc1	?	-10%&-3%	1%&-15%
Cc1c(N=Cc2c(O)n(C)c(=O)[nH]c2=O)c(=O)n(-c2ccccc2)n1C	0%	2%	-6%
O=C(COC(=O)Cc1ccccc1)Nc1cccnc1Cl	-3%	-9%	0%
O=C(Cc1ccccc1F)N1CCN(CC(=O)N2CCCC2)CC1	-1%	-9%	-1%
COc1cc2c(cc1O)C[C@H]1NCCc3cc4c(c-2c31)OCO4	-7%	23µM*	4%
Cc1ccc(C2C(S(C)(=O)=O)=C(O)C(=O)N2c2ccccc2)cc1 (stereo not given) (tested in a mixture with another compound)	-17%	-29%	4%
NC(=O)CF	-4%	nt	8%
COC1C(O)C(OC2CC[C@]3(C=O)C4C(OC(C)=O)C[C@@]5(C)C(C6=CC(=O)OC6)CC[C@]5(O)C4CC[C@]3(O)C2)OC(C)C1OC(C)=O (stereo not given in full)	-1%	1%	7%[56.1 µM]
CC(C)C(=O)c1cn(Cc2ccccc2C#N)c2ccccc12	-7%	?	-5%
CCN1CCN(CC(=O)c2c(C)n(Cc3ccccc3)c3ccc(OC)cc23)CC1	-9%	?	5%
CCOc1ccccc1NC(=O)N1CCC2(CC1)OCCO2	-14%	-16%	5%
C[C@]12CCC3C(CC[C@H]4C[C@H](O)CC[C@]34C)C1C[C@@H](CCCCl)[C@@H]2O (stereo not given in full)	-8%	nt	0%
Cc1c(C(=O)N2CCC3(CC2)OCCO3)oc2ccccc12	-13%	-1%	7%
CC(C)c1ccc(NC(=O)c2ccc(F)c(S(=O)(=O)N3CCc4ccccc4C3)c2)cc1	-2%	5.2µM*	7%
CCc1ccc(OCC(=O)N2CCN(CCc3ccccn3)CC2)cc1	-13%	-23%	4%

Next section, overlapping the part above by 4 compounds.
molecule	GCN5L2 inh	TDP1 cell noCPT	TDP1 inh
C[C@]12CCC3C(CC[C@H]4C[C@H](O)CC[C@]34C)C1C[C@@H](CCCCl)[C@@H]2O (stereo not given in full)	-8%	nt	0%
Cc1c(C(=O)N2CCC3(CC2)OCCO3)oc2ccccc12	-13%	-1%	7%
CC(C)c1ccc(NC(=O)c2ccc(F)c(S(=O)(=O)N3CCc4ccccc4C3)c2)cc1	-2%	5.2µM*	7%
CCc1ccc(OCC(=O)N2CCN(CCc3ccccn3)CC2)cc1	-13%	-23%	4%
COP(=O)(OC)[C@@H](O)C(Cl)(Cl)Cl	4%[21.4 µM]	nt	7%[56.1 µM]
N#CCN1CCN(c2ccc(C(F)(F)F)cc2)CC1	4%	-5%	5%
Oc1cccc(Nc2ncnc3sc4c(c23)CCCC4)c1	-21%	15µM*	5%
C[C@]12CCC3C(CC[C@H]4CC(O)CC[C@]34C)C1CC/C2=N/NC(=O)c1ccncc1 (stereo not given in full)	0%	23µM*	nt
O=c1[nH]c(=O)n(C2CCCCCC2)c(O)c1C=NCCCN1CCOCC1	-10%	-11%	-1%
COc1ccc2oc3c(c2c1)NC(=O)CN=C3c1ccccc1	-6%	?	6%
CCC(=NCc1ccco1)c1c(O)n(-c2ccc(C)cc2)c(=O)[nH]c1=O	-6%	?	-1%
CCOc1ccc(NC(=O)c2cc3c(C)nn(-c4ccccc4)c3s2)cc1	2%	10µM*	nt
CN1C2CCCC1CC(=O)C2	-3%	nt	7%
CC1(C)CC2(CCO1)NCCN1C(=O)CSC12 (stereo not given)	-6%	-13%	5%
COc1cc(CCN)ccc1O	?	-6%&1%	-8%[56.1 µM]
O=C(c1ccc(Cl)cc1)C1CCCN(Cc2cccc3cccnc23)C1 (stereo not given)	-1%	16µM*	8%
COC(=O)C1=C(c2ccc(OC(F)(F)F)cc2)C[C@@H]2CC[C@H]1N2C(=O)NC1CC1	-1%	15µM*	0%
CCCCn1c(=O)c(C(=O)Nc2ccc(C)cn2)c(O)c2ccccc21	-4%	9.2µM*	nt
Cc1cc(/C=C2\C(=O)NC(=O)N(c3ccc(Br)cc3)C2=O)c(C)n1-c1cc(C(=O)O)cc(C(=O)O)c1	-4%	-30%	nt
COc1ccc(CN2C(=O)NC(=O)/C(=C\c3cc(OC)c(OC)c(OC)c3)C2=O)cc1	-2%	?	5%
COc1ccc(N2C(=O)NC(=O)/C(=C/c3ccc(N4CCOCC4)cc3)C2=O)cc1	-4%	nt	3%
CCCCn1c(O)c(C(CC)=NCc2ccco2)c(=O)[nH]c1=O	-3%	-25%	6%
CCCCn1c(O)c(C(C)=NCCCn2ccnc2)c(=O)[nH]c1=O	1%	-9%	3%
CC(=NCC1CCCO1)c1c(O)n(C)c(=O)n(C)c1=O (stereo not given)	10%	-1%	3%

A portion from the list above, for reference:
molecule	GCN5L2 inh	TDP1 cell noCPT	TDP1 inh
COP(=O)(OC)[C@@H](O)C(Cl)(Cl)Cl	4%[21.4 µM]	nt	7%[56.1 µM]
N#CCN1CCN(c2ccc(C(F)(F)F)cc2)CC1	4%	-5%	5%
Oc1cccc(Nc2ncnc3sc4c(c23)CCCC4)c1	-21%	15µM*	5%
C[C@]12CCC3C(CC[C@H]4CC(O)CC[C@]34C)C1CC/C2=N/NC(=O)c1ccncc1 (stereo not given in full)	0%	23µM*	nt
O=c1[nH]c(=O)n(C2CCCCCC2)c(O)c1C=NCCCN1CCOCC1	-10%	-11%	-1%
COc1ccc2oc3c(c2c1)NC(=O)CN=C3c1ccccc1	-6%	?	6%

Next part.
molecule	GCN5L2 inh	TDP1 cell noCPT	TDP1 inh
COC(=O)C1=C(c2cccc(OCc3ccccc3)c2)C[C@@H]2CC[C@H]1N2C(=O)NCc1ccccc1	-15%	?	1%
Cc1ccc(NC(=O)N(C)C)cc1Cl	-9%	nt	10%
Clc1ccc2nc3c(c(-c4ccccc4)c2c1)CNCC3	-4%	?	3%
Cn1c(=O)cc(OCC(=O)N2CCN(C3CCCCC3)CC2)c2ccccc21	-9%	-16%	3%
O=C1NCCN2CCCC12 (stereo not given)	-2%	16%	10%
CCC(C)N1C(=O)/C(=C\c2cc3c4c(c2)CCCN4CCC3)C(=O)NC1=S (stereo not given)	-21%	?	-3%
O=c1[nH]c(=S)n(CCC2=CCCCC2)c(O)c1/C=N/N1CCOCC1	2%	8%	nt
CCN(CC)P(=O)(c1nccn1C)N(CC)CC	-6%	1%	1%
CC(C)(O)C1C2OC(=O)C1[C@]1(O)CC3O[C@@]34C(=O)OC2[C@@]14C (stereo not given in full)	6%	15%	10%[56.1 µM]
CC1(C)C2CC=C(CN3CCOCC3)C1C2 (stereo not given)	5%	-15%	4%
Cc1ncc(CN2CCCC(C(=O)c3cccc(OC(C)C)c3)C2)s1 (stereo not given)	20µM*	?	2%
Cc1ccc(N/N=C/c2c(O)n(-c3ccccc3)c(=O)[nH]c2=O)cc1	-26%	?	12%
Cc1nn(Cc2ccc(Cl)cc2Cl)c(Cl)c1C(=O)O	1%	9%	-3%
COc1ccc2c(c1)c(C(=O)O)c(C)n2C(C)C	3%	-27%	3%[56.1 µM]
CCN(CC)CC(O)c1ccc(C2CCCC2)cc1 (stereo not given)	-4%	?	-8%
CCOc1ccc(NCc2cccn2-c2nnc(N3CCC(C(=O)NCc4ccc(C)cc4)CC3)s2)cc1	-14%	7.3µM*	5%
Fc1c(F)c(F)c(N2CCNCC2)c(F)c1F	-16%	-1%	6%
CC(N)Cc1cn(Cc2ccccc2)c2ccccc12 (stereo not given)	1%	21µM*	nt
O=C(Nc1ccc(Cl)cc1C(=O)c1ccccc1)c1ccco1	-16%	1%	2%
CC1CC(C)CN(C(=O)C2CCC(CNc3c(N4CCCCC4)c(=O)c3=O)CC2)C1 (stereo not given)	?	2%	nt
CCOc1ccccc1N=C1SCCCN1C	-1%	-22%	4%
Cc1ccc(-n2c(O)c(C=NCCN(C)C)c(=O)[nH]c2=O)cc1	3%	-1%	-5%
COc1ccc(CCNCc2ccc(Br)cc2)cc1OC	2%	?	nt
CCCSP(=S)(OCC)Oc1ccc(Cl)cc1Cl (stereo not given)	-19%	nt	13%
OCCOCCO	-4%	12%	8%
Nc1ncn[nH]1	9%	?	6%
O=C(Cc1ccc(Br)cc1)N1CCN(Cc2ccccc2)CC1	0%	?	5%
C=CCn1c(O)c(C=NCCN(C)C)c(=O)[nH]c1=O	-16%	4%	1%
CN1CCc2c(c(N3CCCCC3)nc3n[nH]c(N)c23)C1	3%	-3%	3%
CCCCc1nc2ccccc2c(=O)n1-c1ccc(O)cc1	-4%	?	0%
C[C@@H]1C[C@H]2OC(=O)C3(CO3)[C@H]2[C@H](O)[C@]2(C)C(=O)C3OC3[C@@H]12 (stereo not given in full)	5%	nt	-2%
CC(=NC(C)c1ccccc1)c1c(O)[nH]c(=O)[nH]c1=O (stereo not given)	1%	-27%	2%
Cc1ccc(OCC(=O)N2CCN(Cc3ccc(F)cc3)CC2)cc1	-2%	-22%	nt
CCN(CC)c1ccc(NC(=O)c2cccc(C)c2)cc1S(=O)(=O)Nc1ccccc1OC	-13%	23µM*	-1%
CN(C)C(=O)Oc1cccc(NC(=O)c2ccccc2C(F)(F)F)c1	1%	-1%	-4%
CCC(C(N)=O)N1CCCC1=O (stereo not given)	?	-18%	6%&0%
C=CCn1cc(C=C2C(=O)N(C)C(=O)N(C)C2=O)c2ccccc21	2%	12%	nt
C[C@]12CCC3C(CC[C@H]4C[C@@H](O)CC[C@]34C)C1C[C@H](Br)[C@@H]2O (stereo not given in full)	-6%	nt	1%
CCC(C(=O)Nc1ccccc1C(=O)OC)n1nc(C)c2c(C)n(-c3ccc(C)cc3)nc2c1=O (stereo not given)	-4%	12µM*	3%
CC(CNC(=O)c1ccc(CSc2nc3ccncc3n2Cc2ccc(F)cc2)cc1)c1ccccc1 (stereo not given)	-8%	?	3%
CCS(=O)(=O)C(C)(C)S(=O)(=O)CC	-4%	1%	nt
c1ccc(CCNC2CCCCCC2)cc1	-18%	-15%	nt
Cc1c(C(=O)N2CCC3(CC2)OCCO3)oc2ccc(S(=O)(=O)N3CCCCC3)cc12	-2%	?	0%
Cn1cc(C(=O)NP(=O)(N2CCOCC2)N2CCOCC2)c2ccccc21	-1%	13%	7%
CN(C)[C@@H]1C(=O)C(C(N)=O)=C(O)[C@]2(O)C(=O)C3=C(O)c4c(O)ccc(Cl)c4[C@](C)(O)[C@H]3C[C@@H]12	-18%[21.4 µM]	nt	-11%[56.1 µM]
Cc1ccccc1C1=NCC(=O)N(CC(=O)N2CCCCC2)c2sc(C)c(C)c21	-6%	?	6%
O=C1Nc2ccc(Br)cc2C(c2ccccc2)=NC1O (stereo not given)	-2%	?	nt
O=C(Oc1ccccc1)N1CCC[C@@]2(CCN(Cc3nccs3)C2)C1	-20%	-25%	nt
CC1CN=C(NCc2ccccc2Cl)S1 (stereo not given)	-6%	9%	6%
CCOC(=O)N(c1ccccc1)P1(=S)OCCO1	2%	?	-6%
CC(=O)[C@H]1CCC2C3CC[C@H]4C[C@H](O)CC[C@]4(C)C3CC[C@@]21C (stereo not given in full)	-1%	nt	7%[56.1 µM]
CCCSP1(=S)NCCCO1 (stereo not given)	1%	-13%	-2%
CC(C)c1ccc(N=Cc2c(O)n(C3CC3)c(=S)[nH]c2=O)cc1	-5%	?	nt
O=C(Cn1c(=O)oc2cc(S(=O)(=O)N3CCCC3)ccc21)Nc1cccc(C(F)(F)F)c1	?	15µM*	5%
O=C(N/N=C\c1ccc(COc2ccc([N+](=O)[O-])cc2)o1)c1cccc(Cl)c1	-8%	?	4%
CC1=C2C(=O)C3C(CC=C4CC(O)CCC43C)C2CCC12OC1CC(C)CNC1C2C (stereo not given)	-1%	-15%	nt
CC(C)(O)c1[se]c2ccccc2c1I	-12%[88.6 µM]	nt	1%
O=C1NC(=O)C(C/C=C/c2ccccc2)C(=O)N1	-5%	?	0%
Nc1ccccc1N=Cc1c(O)n(CCC2=CCCCC2)c(=O)[nH]c1=O	-7%	?	3%
